Anesthetic bind = binds horse apoferritin like a general anesthetic; P02791; apoferritin/1-aminoanthracene competitive binding, fluorescence; Potency, µM (highest dose often 77.5 µM), for inactives: top-dose activity change, negative = displacement, hits mostly inhibitors; 0.074% of 350,000 active; AID 485281; further: potency means the concentration at half of the fitted maximal effect; on the % scale 0 is the no-effect control and ±100 the full control effect; nearly all actives have a fitted effect of over 20% in size
Target sequence (P02791 2-175 limits assumed): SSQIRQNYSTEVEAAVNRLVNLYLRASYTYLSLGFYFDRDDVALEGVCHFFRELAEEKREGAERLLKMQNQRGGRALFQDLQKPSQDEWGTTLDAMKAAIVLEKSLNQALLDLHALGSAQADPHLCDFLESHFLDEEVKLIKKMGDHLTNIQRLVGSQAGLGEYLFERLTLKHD
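Concentration-response curves derived by four-parameter Hill fitting of normalized fluorescence, where compounds displaced 1-AMA from 10 uM horse apoferritin following a brief 10 min room-temperature incubation; propofol titration acted as positive control.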
APEX1 inh = APE1 (human) endonuclease inhibition. recombinant APE1, TAMRA/BHQ-2 abasic DNA cleavage fluorescence. Potency, µM (doses to about 65.8 µM), for inactives: at the highest dose activity change, negative = inhibition, actives largely listed as inhibitors. 0.35% of 350,000 active. P27695;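 further: potency means the concentration at half of the fitted maximal effect; plate controls were vehicle for no effect and reference inhibitor for full effect; nearly all actives have a fitted effect of over 55% in size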
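APE1 at 0.75 nM final was preincubated with compound 15 min at room temperature, then 50 nM double-stranded THF abasic-site substrate (5'-TAMRA/3'-BHQ-2) was added. Fluorescence (ex 525/em 598 nm) was read kinetically; third-minus-first read gave activity.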
LDHA inh = inhibitors of human lactate dehydrogenase A | AID 1347041 | 0.15% of 480,000 active | activity change, % (values are at about 110 or 230 µM) | P00338 | purified LDHA, NADH/diaphorase-resazurin fluorescence; active compounds read low; in the data active means activity change below about -30%; inconclusive means mostly about -25% to -30%;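 further: plate controls were DMSO wells for no effect and wells without enzyme for full effect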
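Remaining NADH was detected by diaphorase (0.133 mg/mL) converting 37 µM resazurin to fluorescent resorufin, read at 0 and 20 minutes. The preceding 5-minute room-temperature reaction used 2 nM LDHA, 0.2 mM sodium pyruvate and 0.06 mM NADH at pH 7.4.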
12-LOX inh = inhibitors of human 12S-lipoxygenase ALOX12 | 1.1% of 580,000 active | Potency, µM (series often up to 108 µM), inactives show at the top dose activity change, negative = inhibition, most hits filed as inhibitors | purified 12hLO, xylenol orange hydroperoxide absorbance; further: potency means the concentration at half of the fitted maximal effect; on the % scale 0 is the no-effect control and ±100 the full control effect
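Purified human 12hLO (150 nM final) in 25 mM Hepes, 0.01% Triton X-100, pH 7.0 was preincubated 15 min at room temperature with compound. Then 40 uM arachidonic acid was added, 30 min. Hydroperoxide was read by Fe-XO absorbance ratio 573/405 nm.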
ERG Ets-DNA blk = blocks human ERG Ets domain binding to DNA | P11308 | fluorescence polarization, His-ERG Ets domain / labelled DNA | Potency, µM (titrated, usually from 76.9 µM), for inactives: top-dose FP activity, negative = inhibition, usual class: inhibitors | 0.028% of 370,000 active | AID 624246; active means well fitted inhibition curve with a large enough effect in the polarisation, with a control signal flat; inconclusive means small, poorly fitted or top-dose-only effect, or effect the other way, or a change in a side signal; inactive means no such curve, though single readings can be large or run the other way; the % refers to the polarisation;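 further: polarization taken with two DNA probes labelled with fluorescein and Texas red; potency means the concentration at half of the fitted maximal effect; % of control where 0% means no effect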
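His-tagged ERG Ets domain (1 uM in the protein solution; 300mM KCl, 50mM Tris-HCl, 1mM EDTA, 1mM DTT, pH 7.5) received compound, then a probe mix of 5 nM fluorescein-DNA and 100nM Texas-615-DNA. Fluorescence polarization was read for both dyes.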
RGS4 inh = inhibitors of human regulator of G protein signaling 4; AID 504845; P49798; 0.039% of 390,000 active; Potency, µM (top dose mostly 114 µM), for the others: top-dose activity change, negative = inhibition, actives largely listed as inhibitors; Transcreener GDP fluorescence polarization, RGS4-accelerated GTP hydrolysis; further: potency means the concentration at half of the fitted maximal effect; on the % scale 0 is the no-effect control and ±100 the full control effect; nearly all actives have a fitted effect of over 75% in size; some results filed as inactive show a strong effect at the top dose
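MLSMR compounds (23 nl, pin-transferred) preincubated 10 min at room temperature with a 500nM (2x) first reagent, then RGS4 at 900nM (2x) plus Transcreener GDP mix added; fluorescence polarization (620/688 nm) read before and after 90 min at 30 °C.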
POLK inh = DNA polymerase kappa (human) inhibition | Q9UBT6 | 0.53% of 400,000 active | purified Pol kappa, fluorescent DNA synthesis assay, 10 min | Potency, µM (series often up to 107 µM), inactives show top-dose activity, negative = inhibition, usual class: inhibitors; further: potency means the concentration at half of the fitted maximal effect; on the % scale 0 is the no-effect control and ±100 the full control effect
Target sequence (Q9UBT6 whole entry, looked up): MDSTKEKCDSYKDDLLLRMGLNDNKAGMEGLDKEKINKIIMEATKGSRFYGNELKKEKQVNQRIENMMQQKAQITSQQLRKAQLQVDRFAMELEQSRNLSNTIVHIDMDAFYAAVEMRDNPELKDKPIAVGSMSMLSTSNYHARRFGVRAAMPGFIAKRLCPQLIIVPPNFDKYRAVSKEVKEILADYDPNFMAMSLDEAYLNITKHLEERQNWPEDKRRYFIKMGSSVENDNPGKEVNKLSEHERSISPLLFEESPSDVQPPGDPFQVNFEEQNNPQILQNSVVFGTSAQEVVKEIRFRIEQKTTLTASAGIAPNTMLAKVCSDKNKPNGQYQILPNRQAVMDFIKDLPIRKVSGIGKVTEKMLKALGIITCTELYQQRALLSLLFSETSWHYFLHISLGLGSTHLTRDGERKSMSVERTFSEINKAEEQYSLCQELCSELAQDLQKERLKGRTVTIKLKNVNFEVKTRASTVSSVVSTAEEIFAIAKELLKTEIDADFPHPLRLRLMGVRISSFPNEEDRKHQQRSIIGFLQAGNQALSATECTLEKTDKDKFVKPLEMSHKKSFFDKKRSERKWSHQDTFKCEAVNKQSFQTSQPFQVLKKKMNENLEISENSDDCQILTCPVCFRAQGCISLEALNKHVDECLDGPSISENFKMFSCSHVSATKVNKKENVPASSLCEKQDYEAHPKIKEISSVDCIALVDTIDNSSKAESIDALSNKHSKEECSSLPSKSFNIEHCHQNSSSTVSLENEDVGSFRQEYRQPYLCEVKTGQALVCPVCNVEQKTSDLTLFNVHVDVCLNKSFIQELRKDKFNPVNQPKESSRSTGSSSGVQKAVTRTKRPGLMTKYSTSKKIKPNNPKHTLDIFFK
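50 nM final substrate added after 15 min RT preincubation of 10 nM Pol kappa with compound; fluorescence read at 0 and 10 min.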
POLH inh = blocks human DNA polymerase eta activity; recombinant Pol eta, fluorescent DNA replication assay; 1.2% of 390,000 active; Q9Y253; Potency, µM (series often up to 114 µM), inactives show at the highest dose activity change, negative = inhibition, most hits filed as inhibitors; further: potency means the concentration at half of the fitted maximal effect; on the % scale 0 is the no-effect control and ±100 the full control effect
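Fluorescent replication assay: 50 nM final substrate added after a 15 min room-temperature compound preincubation with 10 nM enzyme. Signal taken at 0 min and again at 10 min.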
Pol beta inh = inhibitors of human DNA polymerase beta. Pol beta primer extension/strand displacement, fluorescence kinetic. P06746. Potency, µM (titrated, usually from 114 µM), inactives show at the highest dose activity change, negative = inhibition, actives largely listed as inhibitors. 1.3% of 340,000 active; further: potency means the concentration at half of the fitted maximal effect; on the % scale 0 is the no-effect control and ±100 the full control effect
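Homogeneous kinetic assay of primer extension and strand displacement by 10 nM Pol beta, preincubated 15 min at room temperature with compound before 50 nM substrate (final) was added. Read at 0 and 10 min; four-parameter Hill fit.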
Active calls of the source: *; ? = inconclusive; / = not tested or not shown; & = joins results of further samples; [ ] = dose if it differs, or a comment. Unless noted, the call rests on the fitted dose curve; in most records, active means well fitted curve in the direction sought with a large enough effect; inconclusive means small, poorly fitted or top-dose-only effect, or another doubt; inactive means no such curve, though single readings can be large; an effect the other way counts as inactive or inconclusive.

SMILES	Anesthetic bind	APEX1 inh	LDHA inh	12-LOX inh	ERG Ets-DNA blk	RGS4 inh	POLK inh	POLH inh	Pol beta inh
CCCNC(=O)[C@H]1N2C(=O)c3c(ccc(OC)c3OC)C2SC1(C)C (some centres undefined)	2%	7%	-1	0%	-8%	16%	-9%	4%	11%
COc1ccccc1N1CCN(C(=O)C2CCN(S(=O)(=O)c3c(C)noc3/C=C/c3ccc(C)cc3)CC2)CC1	-16%	/	-4	-5%	-3%	15%	-12%[60.1 µM]	1%	?
O=C(Cc1ccc(Cl)cc1)Nc1ccc(Cl)cn1	-9%	22%	-2	7%	3%	-24%	-8%	-8%	40%
CNC(=O)C(=O)N1CCC2(CC1)OCCN2S(=O)(=O)c1ccc(C)cc1	/	6%	-8	-3%	0%	-1%	10%	-12%	/
O=C(CN1CCN(c2ccccn2)CC1)Nc1ccc(F)c(F)c1	6%	-5%	-10	7%	1%	-7%[56.9 µM]	-18%	-18%	20%
COc1ccc2cc(C(=O)NCc3ccccc3)c(=O)oc2c1	-3%	-17%	-1	-8%	-12%	0%	-1%	-16%	-5%
CCc1nn(CCCC(=O)N2CCN(c3cccc(OC)c3)CC2)c(=O)c2cc3occc3n12	3%	/	0	-17%	2%	3%	-15%	-6%	-20%
C#CCN1C=CC(=O)[C@@H](OC(=O)Nc2ccccc2Br)[C@H]1c1ccccc1Br	/	/	-3	-1%	12%	10%	-10%	-11%	/
C[C@H](O)C(=O)Nc1c(I)c(C(=O)NC(CO)CO)c(I)c(C(=O)NC(CO)CO)c1I	-3%[29.3 µM]	3%[21 µM]	/	-5%[22.9 µM]	/	/	-4%[19.4 µM]	/	/
CCc1nccn1S(=O)(=O)c1ccc(OC)c(OC)c1	0%	-2%	-6	-5%	23%	6%	-11%	-7%	17%
Cc1ccc(CNC(=O)COc2ccc3c(c2)CCC3)cc1	-22%	5%	-2	-14%	-19%	-21%	10%	-10%	-1%
O=C1NC(CCO)C(=O)NC1CCO (centres undefined)	/	/	-6	-3%	-1%	16%	-2%	-24%	/
COc1ccc(NC(=O)COC(=O)c2ccc(Br)o2)cc1OC	-16%	-6%	-6	0%[57.4 µM]	-1%	-29%	0%	-1%	2%
CN(C)S(=O)(=O)N1CCC(N2CCN(Cc3ccc(F)cc3)C(=O)C2=O)CC1	-6%	/	-2	-12%	-9%	-17%	7%	-19%	0%
C#CCOc1c(/C=C\c2nc(O)c([N+](=O)[O-])c(=O)[nH]2)cc(Br)cc1OC	-14%	10%	-13	0%	-3%	2%	-43%	35µM*	?
O=C(Nc1nccs1)C1CCN(S(=O)(=O)c2ccccc2)CC1	1%	5%	-7	7%	9%	2%	-1%	-10%	60%
O=C(CSc1ccc2nnc(-c3cccnc3)n2n1)Nc1ccc(F)cc1	-3%	0%	-3	0%	2%	13%	-13%	0%	9%
CC(=O)c1ccc(OC(=O)Cc2cccc3ccccc23)cc1	?	-18%	-2	?	6%	8%	-1%	-9%	5%
CCC1CCCCN1CC(=O)Nc1ccc2c(c1)OCCO2 (centres undefined)	/	1%	-12	7%	-2%	18%	-20%	-3%	/
Clc1ccc(CSc2nnc(-c3sccc3-n3cccc3)o2)cc1	-11%	-3%	-4	256%[activator]	-2%	24%	-10%	-18%	1%

Full records, looked up by structure. Order of values: Anesthetic bind, APEX1 inh, LDHA inh, 12-LOX inh, ERG Ets-DNA blk, RGS4 inh, POLK inh, POLH inh, Pol beta inh
Shown for `CC(=O)c1ccc(OC(=O)Cc2cccc3ccccc23)cc1` : ?, -18%, -2, ?, 6%, 8%, -1%, -9%, 5%
Shown for `O=C1NC(CCO)C(=O)NC1CCO` (centres undefined) : /, /, -6, -3%, -1%, 16%, -2%, -24%, /
Shown for `CCC1CCCCN1CC(=O)Nc1ccc2c(c1)OCCO2` (centres undefined) : /, 1%, -12, 7%, -2%, 18%, -20%, -3%, /

(continued)
SMILES	Anesthetic bind	APEX1 inh	LDHA inh	12-LOX inh	ERG Ets-DNA blk	RGS4 inh	POLK inh	POLH inh	Pol beta inh
O=C(Cc1ccccc1)NC(C(=O)O)C(O)c1ccc([N+](=O)[O-])cc1 (centres undefined)	3%	35%[activator]	1	?	-15%	-39%	1%	-10%	21%
CC(CCc1ccc(O)cc1)NC1C2CC3CC(C2)CC1C3 (centres undefined)	1%	-2%	-2	12%	9%	-7%	-11%	-20%	?
CN1CCN(CCNC(=O)c2ccc3nc(-c4ccc(F)cc4)c(-c4ccc(F)cc4)nc3c2)CC1	6%	6%	1&-18	0%&50%	8%	5%	-1%	-9%	-18%
Cc1cc(C)cc(NS(=O)(=O)c2ccc(NC(=S)NC(=O)c3cccs3)cc2)c1	?	-2%	-9	?	-7%	-27%	-13%	-16%	?
COc1ccc(/C=N/NC(=O)Cn2nc(C)c([N+](=O)[O-])c2C)cc1	-7%	2%	-4	3%	-6%	?	-8%	-16%	8%
COc1ccc(C(=O)NC(=S)NNC(=O)c2ccco2)cc1	3%	79%[activator]	2	?	2%	-50%	-1%	-8%	1%
Cc1ccc(Cn2c(CNS(=O)(=O)c3cccc([N+](=O)[O-])c3)nc3cccnc32)cc1	-17%	/	0	-14%	-5%	2%	-2%[60.1 µM]	-21%	1%
COC(=O)CC(=O)CSc1nc2cc(C(=O)NC(C)C)ccc2c(=O)n1CCc1ccccc1	?	/	2	0%	11%	-31%	-15%	-6%	-22%
Cc1ccc(Nc2nc(CSc3nnc(-c4cccnc4)n3-c3ccccc3F)cs2)cc1	?	-3%	-3	-7%	-11%	1%	-2%	-18%	0%
COc1cccc(/C=N/NC(=O)c2cc(-c3cccn3C)n[nH]2)c1	-13%	-8%	0	0%	3%	-21%	?	?	35µM*
CS(=O)(=O)N1CCN(Cc2ccccc2C(F)(F)F)CC1	-19%	-6%	-6	-3%	-1%	-7%[11.4 µM]	-20%	-3%	-20%
COc1ccc(N2CCN(CCCNC(=O)C3CCC(CNc4nc(=S)[nH]c5ccccc45)CC3)CC2)cc1 (centres undefined)	-15%	-1%	-9	-15%	8%	-30%	-7%	-11%	-18%
CN(c1ccccc1)S(=O)(=O)c1ccc(Cl)c(C(=O)Nc2ccccc2N2CCOCC2)c1	/	-9%	-4	-2%	-2%	-8%	-8%	-18%	/
COc1cccc(CC(NC(C)=O)C(=O)NC2CCN(C(=O)c3ccc(Cl)cc3)CC2)c1OC (centres undefined)	-3%	5%	-12	18%	-8%	-9%	-4%	-17%	9%
COc1ccc2oc(C(=O)OCC(=O)NCc3ccccc3OC)c(C)c2c1	/	-10%	-9	?	-3%	6%	-10%	-2%	/
CCCc1cc(=O)oc2cc(OC3CCCCC3=O)ccc12 (centres undefined)	2%	24%	0	16%	6%	23%	-2%[60.1 µM]	-14%	?
CC(=O)N(C)c1ccc(NS(=O)(=O)c2cccc3nsnc23)cc1	-2%	3%	4	11%	1%	1%	-14%	-6%	-6%
Cc1ccc(C)n1-c1cccc(S(=O)(=O)N2CCOCC2)c1	-18%	1%	2	?	-2%	-20%	0%	-22%	-1%
O=C(NCc1ccco1)c1ccc(COc2cccc3ccccc23)cc1	-14%	-2%	-4	11%	-2%	-2%	-9%	-10%	0%
O=C(Nc1ccccc1)/C(=C/c1ccc2c(c1)OCO2)NC(=O)c1ccco1	3%	22%	-6	2%	-1%	-9%	-5%	-5%	-2%

Fetched by structure from above:
SMILES	Anesthetic bind	APEX1 inh	LDHA inh	12-LOX inh	ERG Ets-DNA blk	RGS4 inh	POLK inh	POLH inh	Pol beta inh
O=C(NCc1ccco1)c1ccc(COc2cccc3ccccc23)cc1	-14%	-2%	-4	11%	-2%	-2%	-9%	-10%	0%
O=C(Nc1ccccc1)/C(=C/c1ccc2c(c1)OCO2)NC(=O)c1ccco1	3%	22%	-6	2%	-1%	-9%	-5%	-5%	-2%
Cc1ccc(C)n1-c1cccc(S(=O)(=O)N2CCOCC2)c1	-18%	1%	2	?	-2%	-20%	0%	-22%	-1%
CN1CCN(CCNC(=O)c2ccc3nc(-c4ccc(F)cc4)c(-c4ccc(F)cc4)nc3c2)CC1	6%	6%	1&-18	0%&50%	8%	5%	-1%	-9%	-18%

The list continues.
SMILES	Anesthetic bind	APEX1 inh	LDHA inh	12-LOX inh	ERG Ets-DNA blk	RGS4 inh	POLK inh	POLH inh	Pol beta inh
Cc1ccc(/C=C/c2onc(C)c2S(=O)(=O)N2CCC(C(=O)N(CCC(C)C)Cc3ccco3)CC2)cc1	-14%	/	-1	-13%	3%	-3%	-10%[60.1 µM]	0%	21%
Cc1ccc2cc3c(N)nn(C(=O)c4cccc(F)c4)c3nc2c1	-3%	/	-2	-8%	1%	-13%	-13%	-17%	-26%
Cc1ccnc2nc(C(=O)OCC(=O)c3ccccc3)nn12	/	-20%	-3	1%	7%	-2%	-7%	-16%	/
COc1ccc(/C=N/NC(=O)c2ccoc2C)cc1COc1c(C)cccc1C	-12%	-9%	-3	0%	7%	-11%	-9%	-17%	3%
CCC(CO)n1c(SCc2cc([N+](=O)[O-])cc3c2OCOC3)nc2ccccc2c1=O (centres undefined)	-21%	-6%	-5	12%	-9%	5%	-15%	-11%	3%
O=C(c1ccc(Cl)c(S(=O)(=O)N2CCCCCC2)c1)N1CCOCC1	-6%	3%	-2	-1%	-5%	-1%	1%	-10%	-1%

An excerpt; rates above refer to the full screens.
